High-throughput results as filed in PubChem.
Tn7 DDE FP: inhibitors of Tn7 peptide binding to human fibrin DD(E) | 370,000 tested, 0.13% active | FP displacement of FITC-Tn7 peptide from fibrin DD(E); 0% = median of compound wells per plate | inhibition, % at 8.3 µM | P02675;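 active means inhibition above the mean of compounds falling within the control limits plus 3 SD of them, cut at about 14% in these data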;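 further: 0% = plate median of compound wells and 100% = 10 µM Aha-Tn7 peptide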
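Assay system: Fibrin-DD(E) protein isolated from polymerized human fibrin clots; read-out basis: percent inhibition; medium: Tris/NaCl/CaCl2 buffer, pH 7.8; signal: FP measurement; incubation: 10 min plus 3 h, room temperature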
DDE Tn6 FP inh: disrupts Tn6 cyclic peptide binding to fibrin D-Dimer-E complex. P02675. Fibrin DD(E) TRITC-Tn6 fluorescence polarization displacement. inhibition, % at 8.3 µM. 370,000 tested, 0.21% active;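 active means inhibition above a per-campaign cutoff: mean of compounds within control limits plus 3 SD, cut at about 15% in these data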;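 further: 0% = median of all compound wells on the plate and 100% = blocking peptide control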
UHRF1 binding: UHRF1 methyl-DNA binding inhibition. Q96T88. UHRF1 binding to methylated oligo, TR-FRET. inhibition, % at 4.4 µM. 370,000 tested, 0.75% active. AID 687016; in the data active means inhibition above about 21%;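 further: UHRF1 SRA domain binding a hemimethylated CpG hairpin DNA probe; 0% = median of test compound wells and 100% = reference inhibitor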
MBD2 inh: MBD2-methylated oligo binding inhibition; AID 686964; 370,000 tested, 0.31% active; Q9UBB5; TR-FRET, MBD2 binding to methylated oligonucleotide; inhibition, % at 4.4 µM; in the data active means inhibition above about 13%
ASAP1 GAP inh: inhibitors of human ASAP1 ArfGAP activity | Q9ULH1 | ASAP1-stimulated ARF1 GTP hydrolysis, GDP FP detection | inhibition, % at 16.5 µM | 360,000 tested, 0.19% active; in the data active means inhibition above about 25%;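 further: 0% = vehicle with enzyme and substrate and 100% = no enzyme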
PLCb3 inh: blocks human PLC-beta3 enzyme activity | 370,000 tested, 0.18% active | AID 720704 | inhibition, % at 12.2 µM | Purified PLC-beta3, fluorogenic substrate, fluorescence; in the data active means inhibition above about 11%;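 further: 0% = median of compound wells on plate and 100% = full blocker control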
KLK7 zymogen act: activators of human kallikrein-7 zymogen; activation, % at 7 µM; AID 652039; purified proKLK7, EDANS-DABCYL substrate fluorescence; 100% is mature enzyme control, 0% vehicle; 370,000 tested, 0.9% active; P49862;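 active means activation above the mean of all tested compounds plus 3 SD, computed per campaign excluding outliers beyond control limits, cut at about 13% in these data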
ARFGAP1 inh: rat ARFGAP1 inhibition. Q62848. Arfgap1-stimulated ARF1 GTP hydrolysis, GDP FP detection. inhibition, % at 16.5 µM. 360,000 tested, 0.26% active. AID 651572;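 active means inhibition above a per-plate limit, mean inhibition of low control wells plus 3 SD, cut at about 25% in these data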;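 further: 0% = DMSO wells with enzyme and 100% = wells lacking Arfgap1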
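System: truncated rat Arfgap1 GAP domain / Benchmarks: high control wells lacking Arfgap1, low control full reaction with DMSO / Times: compound-enzyme preincubation 20 min, reaction 120 min, detection 60 min, 25 °C / Repeats: one replicate per compound / Also added: human ARF1(Δ1-17)-GTP substrate / Measured by: Tracer-displacement fluorescence polarization with EDTA stop, 620/688 nm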
PLC-gamma1 inh: inhibitors of human phospholipase C gamma1 | 370,000 tested, 0.84% active | inhibition, % at 12.2 µM | P19174 | purified PLC-gamma1, fluorogenic substrate, fluorescence; in the data active means inhibition above about 9.5%
Target sequence (P19174 whole entry, looked up): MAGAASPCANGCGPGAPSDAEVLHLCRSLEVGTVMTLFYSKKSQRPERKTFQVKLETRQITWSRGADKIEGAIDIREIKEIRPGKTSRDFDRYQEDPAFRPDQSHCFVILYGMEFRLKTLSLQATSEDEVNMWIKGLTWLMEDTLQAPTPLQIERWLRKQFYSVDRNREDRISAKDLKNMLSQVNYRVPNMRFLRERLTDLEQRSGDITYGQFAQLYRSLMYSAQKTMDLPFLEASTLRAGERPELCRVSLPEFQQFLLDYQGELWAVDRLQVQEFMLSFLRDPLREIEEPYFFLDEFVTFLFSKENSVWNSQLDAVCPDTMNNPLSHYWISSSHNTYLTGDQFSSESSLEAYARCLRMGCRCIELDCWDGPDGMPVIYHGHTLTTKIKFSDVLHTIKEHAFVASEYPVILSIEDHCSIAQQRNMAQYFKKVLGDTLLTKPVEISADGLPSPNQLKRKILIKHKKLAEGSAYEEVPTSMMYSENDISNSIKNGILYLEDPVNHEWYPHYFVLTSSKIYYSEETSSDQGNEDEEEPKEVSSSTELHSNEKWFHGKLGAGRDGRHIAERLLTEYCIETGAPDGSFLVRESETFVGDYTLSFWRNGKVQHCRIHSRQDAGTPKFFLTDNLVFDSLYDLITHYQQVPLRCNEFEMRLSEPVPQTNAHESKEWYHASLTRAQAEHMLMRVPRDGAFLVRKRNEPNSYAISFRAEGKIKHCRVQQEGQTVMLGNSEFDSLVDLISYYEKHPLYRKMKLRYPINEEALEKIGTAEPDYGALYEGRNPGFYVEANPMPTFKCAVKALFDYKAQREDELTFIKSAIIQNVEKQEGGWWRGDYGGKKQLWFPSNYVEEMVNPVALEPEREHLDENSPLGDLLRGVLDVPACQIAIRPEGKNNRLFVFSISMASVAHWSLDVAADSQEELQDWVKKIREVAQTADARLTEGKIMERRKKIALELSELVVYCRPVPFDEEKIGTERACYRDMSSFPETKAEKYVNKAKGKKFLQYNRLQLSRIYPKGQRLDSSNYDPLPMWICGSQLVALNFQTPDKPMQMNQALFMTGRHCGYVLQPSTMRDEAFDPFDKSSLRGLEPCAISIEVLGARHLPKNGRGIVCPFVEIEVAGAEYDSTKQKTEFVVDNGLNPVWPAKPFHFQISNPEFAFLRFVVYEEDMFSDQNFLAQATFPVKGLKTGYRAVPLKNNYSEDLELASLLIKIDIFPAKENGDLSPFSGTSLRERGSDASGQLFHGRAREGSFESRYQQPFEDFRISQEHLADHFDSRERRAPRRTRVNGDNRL
ADAM17 inh: inhibitors of human ADAM17 | recombinant ADAM17, EDANS/DABCYL FRET peptide cleavage | inhibition, % at 6.95 µM | 370,000 tested, 0.83% active | AID 720648;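 active means inhibition above the mean of compounds lying between control limits plus 3 SD, set per campaign, cut at about 8.5% in these data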;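 further: 0% = DMSO-only wells as the low control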
* marks the source's active call; other numbers are inactive results; x = not tested or not shown. A portion of the library. The share of hits here may be higher or lower than overall.

SMILES | Tn7 DDE FP | DDE Tn6 FP inh | UHRF1 binding | MBD2 inh | ASAP1 GAP inh | PLCb3 inh | KLK7 zymogen act | ARFGAP1 inh | PLC-gamma1 inh | ADAM17 inh
c1ccc2c(CN3CCCCC3)c[nH]c2c1 | 2 | -6 | 3 | 7 | -1 | -10 | 0.1 | 4 | 4 | 0
O=c1[nH]c(=O)n(CCc2ccc(F)cc2)c(O)c1C=NCCCN1CCOCC1 | 5 | 1 | -2 | 3 | 6 | -2 | 0.3 | 11 | -1 | -5
Cc1ccc(-n2c(C)nc3cc(Cl)ccc3c2=O)nc1 | 3 | -2 | -3 | -5 | 7 | -3 | 0.4 | -6 | -2 | 2
Cc1ccc(-c2nn(CCC#N)cc2C(=O)O)cc1C | 10 | 7 | -2 | 2 | -8 | 0 | -0.6 | -5 | 2 | 1
O=C(c1ccc(N2CCCCC2)c([N+](=O)[O-])c1)N1CCC2(CC1)OCCO2 | -6 | -1 | -4 | -2 | -8 | 2 | 0.2 | -7 | 0 | 3
COC(=O)C1=C(c2ccc(OCc3ccccc3)cc2)C[C@@H]2CC[C@H]1N2C(=O)NCc1ccc(OC)cc1 | -4 | -4 | -1 | 4 | -5 | 2 | 0.0 | -5 | 0 | 1
COC(=O)C1(F)C(=O)NC(=O)NC1O (configuration not stated) | -2 | 2 | 3 | 4 | 12 | 3 | -0.1 | 15 | 3 | -3
CCCCn1c(O)c(C(C)=NCCCN(C)C)c(=O)[nH]c1=O | -3 | 0 | -1 | 0 | 5 | 4 | -0.6 | -1 | 4 | 2
CCOC(=O)C1(c2ccccc2)CCN(CCC(C#N)(c2ccccc2)c2ccccc2)CC1 | 4 | -4 | -2 | 4 | 12 | 2 | 0.4 | 5 | 4 | 5
Cn1c(O)c(C=NCCN2CCOCC2)c(=O)[nH]c1=S | -3 | -5 | -2 | 1 | -6 | 1 | -0.2 | -2 | 3 | 2
CSc1ccc(C(=O)C(C)(C)N2CCOCC2)cc1 | -1 | 7 | 3 | -4 | -4 | 1 | -0.5 | -5 | 11* | -1
CCN(C=C1CC2C3CC=C4CC(O)CCC4(C)C3CCC2(C)C1=O)CC (configuration not stated) | -4 | 2 | 4 | -1 | -6 | -2 | -0.7 | 7 | 0 | -1
CN1CCC(=O)N(CCN=[N+]=[N-])CC1 | 1 | 7 | 1 | 2 | -4 | 0 | 0.0 | -12 | 2 | -2
CC(C)(C)n1nnnc1C(c1ccccc1)N1CCC2(CC1)C(=O)NCN2c1ccccc1 (configuration not stated) | -1 | 5 | 0 | 1 | 2 | 2 | 0.8 | 5 | 2 | 1
Cn1c(CN2CCN(C(=O)COc3ccccc3)CC2)nc2cc([N+](=O)[O-])ccc21 | -6 | -4 | -5 | 3 | -4 | 0 | 0.1 | -5 | 2 | -3
N/C(=N\[N+](=O)[O-])N1CCN(C(=O)OC2CCCC2)CC1 | -4 | 2 | -2 | -4 | 10 | 2 | 0.4 | 4 | 4 | -4
Nc1ccc(N=Nc2ccccc2)cc1 | 1 | 5 | -3 | 3 | 2 | -3 | -0.5 | -6 | 1 | 2
CCOC(=O)CNC(=O)CSP(=S)(OCC)OCC | -3 | 2 | 0 | -1 | -12 | 0 | -0.4 | 12 | 0 | 1
CC1CCC(NCC(O)c2ccccc2)CC1 (configuration not stated) | 5 | 0 | -2 | 0 | 5 | 6 | 0.6 | -14 | 1 | -2
CCN(CC)CCC(=O)O[C@H]1CC[C@]2(C)C3CC[C@@]4(C)C(CC[C@]4(C)O)C3CC[C@H]2C1 (some centres not stated) | 4 | 0 | -3 | -4 | -10 | -1 | 0.2 | -1 | 3 | -3
O=C(O)c1ccc(N=Cc2c(O)[nH]c(=O)[nH]c2=O)cc1 | -3 | 4 | -6 | -2 | -8 | -17 | -0.8 | 13 | -7 | -4
O=[N+]([O-])c1cccc2c([As](=O)(O)O)cccc12 | 1 | 5 | -1 | 1 | -5 | -5 | 0.5 | 0 | -1 | 0
COC(=O)C1=C(c2ccc(Cl)c(C(F)(F)F)c2)C[C@@H]2CC[C@H]1N2C(=O)NC1CC1 | 3 | 8 | 3 | 6 | 4 | 1 | 0.3 | -2 | -2 | -3
COC(=O)C(O)(c1ccc(NC(=S)NC(=O)c2ccc(Cl)cc2Cl)c(C)c1)C(F)(F)F (configuration not stated) | -3 | 9 | -7 | -7 | 11 | -2 | -0.2 | 10 | 6 | 11*
Cc1cccc(C)c1OP(N)(=O)Oc1c(C)cccc1C | 1 | -8 | 7 | 10 | 11 | -7 | -0.4 | 14 | 9.6* | -3
Following part.
SMILES | Tn7 DDE FP | DDE Tn6 FP inh | UHRF1 binding | MBD2 inh | ASAP1 GAP inh | PLCb3 inh | KLK7 zymogen act | ARFGAP1 inh | PLC-gamma1 inh | ADAM17 inh
CC1(C)N(O)C2CCCCC2N1O (configuration not stated) | -5 | 5 | 0 | -5 | 9 | 2 | -0.2 | -2 | 0 | -7
CN1CCN(c2ncnc3nc[nH]c23)CC1 | 4 | 3 | 0 | -1 | -7 | -3 | 0.1 | -13 | 2 | -9
CN1CCN(c2ccc(S(=O)(=O)C(F)(F)F)cc2[N+](=O)[O-])CC1 | 7 | 0 | -1 | -3 | -10 | 0 | 0.2 | 5 | -1 | 2
C[C@H]1CC[C@H]2NCCN[C@H]2C1 | -2 | -5 | 3 | 4 | 3 | -8 | 0.2 | 2 | 1 | -5
COC(=O)CC1(CC(=O)OC)C(=O)N(c2ccccc2)C(=O)N(c2ccccc2)C1=O | -10 | -1 | 0 | 55* | 12 | -5 | 0.4 | 5 | 3 | -4
CCOC(=O)C(C)Oc1cc(C)cc2oc(=O)c3c(c12)CCCC3 (configuration not stated) | -2 | 3 | 7 | 1 | -12 | -50 | -1.7 | -10 | -36 | -28
COc1ccccc1-n1c(-c2ccoc2)nc2ccccc2c1=O | 4 | -3 | 1 | -3 | -4 | 11* | 0.0 | -8 | 8 | 4
CC(C)(C)c1ccccc1O | -2 | -1 | 1 | 3 | 11 | -1 | 0.0 | -13 | 0 | -1
CCOC(=O)C1=C(N)OC2=C(C(=O)CCC2)C12C(=O)N1c3c(ccc(C)c32)C(C)=CC1(C)C (configuration not stated) | 3 | 0 | 0 | 3 | 11 | 2 | 0.6 | -1 | 1 | 3
Cc1c(C(=O)N2CCC3(CC2)OCCO3)sc2ncnc(N3CCc4ccccc4C3)c12 | -4 | 3 | -4 | 1 | 6 | -2 | 0.9 | 7 | -3 | -1
Cc1c(C(=O)N2CCC3(CC2)OCCO3)oc2ccc(S(=O)(=O)N3CCOCC3)cc12 | -4 | 4 | 0 | -3 | -5 | 0 | -0.8 | -3 | 0 | 1
CCc1ccccc1N1C(=O)CC(=O)NC1=O | 0 | 3 | -1 | -1 | 0 | -12 | -0.3 | -11 | -3 | -8
CC(C)Oc1ccc(CC2(CCc3ccncc3)C(=O)NC(=O)NC2=O)cc1 | -1 | 6 | 1 | -1 | 3 | -3 | 0.0 | -2 | 5 | 3
O=c1[nH]c(=S)n(C2CCCCC2)c(O)c1/C=N/N1CCOCC1 | -1 | -7 | 2 | 6 | -6 | -12 | 0.6 | -10 | -5 | -3
ClCCN1CCSCC1 | 5 | -6 | 3 | 4 | -9 | -2 | 0.7 | 7 | 0 | -8
COc1ccc2c(c1)c(C(=O)C(C)N1CCCCC1)c(C)n2C (configuration not stated) | 2 | 3 | 0 | 2 | -7 | -12 | -0.5 | -3 | -4 | -4
CC(C)C(NC(=O)OCc1ccccc1)P(=O)(Oc1ccccc1)Oc1ccccc1 (configuration not stated) | 4 | 8 | -2 | 2 | x | -2 | -0.1 | x | 0 | 1
CCN1CCN(Cc2ccc(C)cc2C)CC1 | 5 | 0 | 4 | 6 | 6 | 3 | -0.5 | 10 | -1 | -7
O=C(Cn1c2c(c(-c3ccccc3Cl)cc1=O)CCC2)N1CCC2(CC1)OCCO2 | 0 | -4 | 12 | 10 | 7 | -19 | -0.1 | -1 | -14 | -22
CC1CN=C(Nc2ccc(F)c(Cl)c2)S1 (configuration not stated) | 8 | -5 | 6 | 0 | 15 | -9 | 0.5 | 16 | 0 | -1
COc1cc2c3c(c1OC)Oc1ccc(cc1)C[C@H]1c4c(cc(OC)c(OC)c4Oc4ccc(cc4)C[C@@H]3N(C)CC2)CCN1C | -8 | 0 | -3 | 4 | -4 | -3 | 0.9 | 2 | -2 | -1
CCCCCC1(C(C)C)C(=O)NC(=S)NC1=O | 4 | 6 | 1 | 1 | -11 | 0 | -0.6 | 5 | -1 | 0
O=c1[nH]c(=O)n(Cc2ccc(F)cc2)c(O)c1C=NCc1cccnc1 | -4 | 3 | 0 | 5 | 0 | -1 | 0.1 | -5 | -4 | 0
CCN1CCc2ccccc2C1 | -3 | 4 | -1 | 2 | -4 | -7 | 0.0 | 2 | -2 | -4
O=c1[nH]c(O)c(C=Nc2ccc(Cl)c(C(F)(F)F)c2)c(=O)[nH]1 | 6 | -2 | -10 | -11 | -11 | -14 | 0.5 | -13 | -10 | -6
Remaining list, next part.
SMILES | Tn7 DDE FP | DDE Tn6 FP inh | UHRF1 binding | MBD2 inh | ASAP1 GAP inh | PLCb3 inh | KLK7 zymogen act | ARFGAP1 inh | PLC-gamma1 inh | ADAM17 inh
CCOC(=O)c1cnc(N2CC2)nc1N | 1 | 2 | -1 | -5 | 4 | 3 | -0.4 | -23 | 0 | 1
COc1ccc(OC)c(NC(=O)N2C[C@H]3C[C@@H](C2)c2cccc(=O)n2C3)c1 | -1 | -1 | 2 | 1 | 10 | 7 | -0.1 | 2 | 3 | 2
O=c1c(C=NCc2cccs2)c(O)n(C2CCCCC2)c(=O)n1C1CCCCC1 | 8 | -4 | 1 | -4 | -2 | 10 | 0.2 | -8 | 5 | 3
Clc1cccc(CNCCc2c[nH]c3ccccc23)c1 | -3 | -11 | 2 | 3 | 10 | -2 | 0.3 | -13 | 4 | 7
CC(C)(C)c1cc(C=C(C#N)C#N)cc(C(C)(C)C)c1O | 1 | 2 | 3 | 1 | 10 | -2 | 0.5 | 18 | 0 | -3
COc1cc2[nH]c(=S)n(-c3ccccc3)c(=O)c2cc1OC | 5 | -4 | -1 | -6 | 6 | 4 | -0.3 | 0 | 2 | 1
CCN(CC)CCN=C(C)c1c(O)n(-c2ccccc2OC)c(=O)[nH]c1=O | 0 | 1 | -3 | 0 | -6 | -1 | 0.4 | 9 | -5 | -4
CN(C)P(=O)(C(Cl)=C(N1CCCCC1)N1CCCCC1)N(C)C | -6 | -5 | -1 | -5 | 6 | 3 | -0.3 | -2 | 1 | -2
C/C(=N\NC(=O)c1ccccc1)c1c(O)n(C2CCCCC2)c(=O)[nH]c1=O | 2 | 4 | 2 | 4 | -2 | -12 | 0.2 | 2 | -1 | -1

Complete entries, looked up by structure.
CCOC(=O)c1cnc(N2CC2)nc1N is listed as Tn7 DDE FP: 1; DDE Tn6 FP inh: 2; UHRF1 binding: -1; MBD2 inh: -5; ASAP1 GAP inh: 4; PLCb3 inh: 3; KLK7 zymogen act: -0.4; ARFGAP1 inh: -23; PLC-gamma1 inh: 0; ADAM17 inh: 1
CN(C)P(=O)(C(Cl)=C(N1CCCCC1)N1CCCCC1)N(C)C is listed as Tn7 DDE FP: -6; DDE Tn6 FP inh: -5; UHRF1 binding: -1; MBD2 inh: -5; ASAP1 GAP inh: 6; PLCb3 inh: 3; KLK7 zymogen act: -0.3; ARFGAP1 inh: -2; PLC-gamma1 inh: 1; ADAM17 inh: -2
